Insulin prom inh – inhibitors of insulin promoter-driven GFP, primary screen, imaging, TRM-6 cells (human fetal islet line), eGFP reporter, cell count; reporter expression induced with tamoxifen; inhibition, % at 2 µM; actives 0.9% (n = 130,000); AID 1273, 2008;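 active = inhibition above the mean plus 3 SD, with well images judged a real hit on visual review, cut at about 60% in these data, passing the limit was not always enough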
sdo1 growth – growth rescue of sdo1-depleted yeast, primary screen, S. cerevisiae, bone marrow failure model; S. cerevisiae sdo1-depleted JHY4D growth rescue, OD600 30 h; hits give high values; pdr5 snq2 efflux-pump mutant strain; z-score at 10 µM; actives 0.21% (n = 140,000);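 active = z-score above 3 at both the 24 hr and the 30 hr optical density reads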;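 also: z-score against mean and SD of all compound wells on the same plate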
sdo1 growth Rescue 24 h – second read-out of sdo1 growth, no call of its own (marks repeat the call); z-score; S. cerevisiae sdo1-depleted JHY4D growth rescue, OD600; measured here: growth rescue at 24 h;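 0 is the plate mean of compound wells and units are plate SD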
The depositor's hits bear a star; · = no result given.

SMILES	Insulin prom inh	sdo1 growth	sdo1 growth Rescue 24 h
CC(C)CCOc1ccc(C2(C)NC(=O)N(CN3CCOCC3)C2=O)cc1 (stereo unspecified)	·	0.04	-0.51
CCOC(=O)C1=C(C)Nc2nnnn2C1c1ccc(OC)c(Br)c1 (stereo unspecified)	·	0.22	0.01
O=C1CC(N2CCC(c3nc4ccccc4s3)CC2)C(=O)N1Cc1ccccc1 (stereo unspecified)	-47	-0.75	0.18
O=S(=O)(NCCc1csc(-c2cccnc2)n1)c1ccc(Cl)s1	·	3.4	2.1
COc1ccc(S(=O)(=O)N2CCSC2c2ccc(N)cc2)cc1 (stereo unspecified)	·	1.1	2.5
CCC1CCCCN1C(=O)c1sc2ncnc(N(CC)CC)c2c1C (stereo unspecified)	-36	·	·
CCn1c(SCC(=O)N2CCCC2)nc2ccccc21	-33	·	·
O=C1CC(c2ccccc2)Cc2nc3ncnn3cc21 (stereo unspecified)	62	-0.27	-0.84
C/C(N)=C(/C#N)C(=O)COC(=O)CSc1ccccc1	·	-0.64	-0.84
O=C(CNS(=O)(=O)c1ccc(Cl)cc1)N/N=C/c1ccco1	14	·	·
O=C(O)CSC1CC(=O)N(c2ccc(Cl)c(Cl)c2)C1=O (stereo unspecified)	49	0.38	0.52
O=C(COc1cccc(Br)c1)N/N=C/C(=O)c1ccccc1	14	·	·
O=S(=O)(Nc1nc2c(s1)CCCC2)c1ccc(F)cc1	51	-0.29	0.63
O=C(Nc1ccccc1)N1N=CCC1c1ccccc1 (stereo unspecified)	-10	·	·
CC(/C=N/NC(=O)c1cc(-c2ccc(C)o2)[nH]n1)=C\c1ccccc1	·	-1.1	-0.54

Entries from the list above containing a furan ring, fused or not (2):
SMILES	Insulin prom inh	sdo1 growth	sdo1 growth Rescue 24 h
O=C(CNS(=O)(=O)c1ccc(Cl)cc1)N/N=C/c1ccco1	14	·	·
CC(/C=N/NC(=O)c1cc(-c2ccc(C)o2)[nH]n1)=C\c1ccccc1	·	-1.1	-0.54

The list continues:
SMILES	Insulin prom inh	sdo1 growth	sdo1 growth Rescue 24 h
Cc1nn(Cc2cccc(Oc3ccccc3)c2)c(C)c1NC(=O)NC12CC3CC(CC(C3)C1)C2	10	-0.11	1
Cc1ccc(C(=O)NCC2CCCO2)cc1N1CCCC1=O (stereo unspecified)	-13	0.43	2.1
CC(C)C(=O)NC(=S)Nc1ccc(S(=O)(=O)N(C)C)cc1	-3	0.49	0.85
CCCn1c(N2CCN(CC(=O)Nc3ccc4c(c3)OCCO4)CC2)nc2ccccc21	13	0.08	0.19
Brc1ccc(OCc2ccccc2)c(CNCc2ccncc2)c1	-43	-2.1	-1.2
COc1ccccc1CN(C)CC(=O)Nc1ccc(Cl)cc1C(F)(F)F	-52	-0.55	-0.92
CCOc1ccc(C(C)=O)cc1CSc1nc(C)cc(C)n1	-76	·	·
CN1CCN(S(=O)(=O)c2ccc(Sc3nnc(-c4cccs4)n3-c3ccccc3)nc2)CC1	-29	-0.26	-0.76
Cc1cccc(/C=N/N2CCN(c3ccccc3)CC2)c1	-25	0.94	0.8
Cc1sc2nc3ccc(N4CCCCC4)nn3c(=O)c2c1C	-28	-0.64	-0.93
Cc1ccc(S(=O)(=O)NNC(=O)C(O)(c2ccccc2C)c2ccccc2C)cc1	-58	-0.16	-0.12
C/C(CC(=O)Nc1ccc(OCc2ccccc2)cc1)=N\NC(=O)C(=O)Nc1ccc(C)c(Cl)c1	-8	-1.1	-0.51
CSc1cccc(NC(=S)N2CCC(N(C)C3CCCC3)CC2)c1	-64	·	·
Cc1nc2ccccc2n1C(=O)N(C)C	33	·	·
COc1cccc2c1OC1(C)CC2NC(=O)N1c1cccc(C(=O)Nc2ccc3c(c2)OCCO3)c1 (stereo unspecified)	11	-0.61	-0.81

Full records, quoted from the list. Order of values: Insulin prom inh	sdo1 growth	sdo1 growth Rescue 24 h
O=S(=O)(Nc1nc2c(s1)CCCC2)c1ccc(F)cc1 is entered as 51	-0.29	0.63
CCC1CCCCN1C(=O)c1sc2ncnc(N(CC)CC)c2c1C (stereo unspecified) is entered as -36	·	·

The list continues:
SMILES	Insulin prom inh	sdo1 growth	sdo1 growth Rescue 24 h
COC(=O)C1=C(C)N(C)C(=O)NC1c1ccccc1 (stereo unspecified)	0	4.5	2.1
CCn1c(CNC(=O)COc2c(C)cccc2C)nnc1SCC(=O)Nc1nccs1	-10	0.34	-0.32
CCN(CC)CCCNC(=O)CSc1c2c(nc3cc(Cl)ccc13)CCCC2	19	·	·
CC(C)N1C(=O)C(Cc2nc3ccccc3c(=O)n2-c2ccccc2)c2ccccc21 (stereo unspecified)	·	-1.4	-1.1
COC(=O)CC1C(=O)NCCN1C(=S)Nc1cccc(C(F)(F)F)c1 (stereo unspecified)	0	·	·
N#Cc1ccccc1S(=O)c1ccccc1C(=O)Nc1ccccc1 (stereo unspecified)	-45	·	·
O=C(Nc1ccc(-c2nc3ccccc3[nH]2)cc1)c1ccc2c(c1)OCO2	·	-0.07	0.88
CC(CCc1ccccc1)NC(=O)c1ccc(NC(=O)c2ccccc2)cc1 (stereo unspecified)	·	-0.42	-0.64
CC(C)n1c(N2CCN(C(=O)c3cccs3)CC2)nc2ccccc21	37	-0.3	-0.11
COc1ccc(OCc2cc(-c3ccc(Cl)cc3)no2)cc1	31	·	·
CCOc1ccc(C(=O)Nc2c3c(nn2-c2cccc(C)c2C)CS(=O)C3)cc1 (stereo unspecified)	·	0.76	1.5
CC(=O)Nc1ccc(NC(=O)C2CCCN(C(=O)c3ccc(Cl)cc3)C2)cc1 (stereo unspecified)	7	·	·
O=C1c2ccccc2S(=O)(=O)N1CCOc1ccccc1	·	-2	-0.25
CC1CCN(S(=O)(=O)c2cccc(C(=O)NCc3cccs3)c2)CC1	·	-1.8	-1.6
Cc1ccc(C(=O)N2CCN(c3ccc(C(F)(F)F)cn3)CC2)cc1	17	0.51	0.73

Reformatted in CSV form: part of the list above
canonical_smiles,Insulin prom inh,sdo1 growth,sdo1 growth Rescue 24 h
COC(=O)CC1C(=O)NCCN1C(=S)Nc1cccc(C(F)(F)F)c1 (stereo unspecified),0,·,·
CC(C)CCOc1ccc(C2(C)NC(=O)N(CN3CCOCC3)C2=O)cc1 (stereo unspecified),·,0.04,-0.51
CCOC(=O)C1=C(C)Nc2nnnn2C1c1ccc(OC)c(Br)c1 (stereo unspecified),·,0.22,0.01

More structures follow:
SMILES	Insulin prom inh	sdo1 growth	sdo1 growth Rescue 24 h
Cc1cccc(NC(=S)NN(Cc2ccccc2)c2ccccc2)c1C	·	-1.1	-0.91
CCCc1cc(C(=O)NNC(=S)NCC2CCCO2)cs1 (stereo unspecified)	·	1.2	1.1
COC(=O)c1sc(-c2ccccc2)cc1NC(=O)c1ccccc1	12	-1.1	0.14
CCn1c(-c2ccc(F)cc2)cnc1SCC(=O)N1CCCCC1C (stereo unspecified)	-27	0.05	0.78
CCOC(=O)N1CCC(N(C(=O)Nc2cccc(OC)c2)C(C)CC)CC1 (stereo unspecified)	-1	-0.36	-0.94
CCOC(=O)NN1C(=O)c2ccccc2NC1c1cccc(O)c1 (stereo unspecified)	-3	-0.49	-1.5
Cc1nc2c([nH]c3ccccc32)c(=O)n1N	100*	·	·
Cc1ccc(SCCNC(=S)Nc2cc(C)ccc2C)cc1	24	-0.74	0.59
Cc1ccc(-c2nnc(OCCN3CCOCC3)c3ccccc23)cc1	·	0.62	1.1
CN(C)/N=C/c1cc(Cl)cc([N+](=O)[O-])c1O	7	-0.48	-1.8
c1ccc(-c2nc(N3CCOCC3)c3ccccc3n2)nc1	·	-0.67	-0.54
COc1ccc(CN(C(=O)Cc2cccs2)C(C(=O)NC2CCCC2)c2ccncc2)cc1 (stereo unspecified)	0	-0.42	-1.3
CCCn1cc(SCC(=O)NCc2ccc3c(c2)OCO3)c2ccccc21	·	-0.76	-0.39
CCCCC1(C)Nc2ccccc2-c2nc3ccccc3n21 (stereo unspecified)	-26	-0.91	-0.1
Cc1nc2c(=O)oc3ccccc3c2n1-c1ccccc1	22	0.15	-0.47

The last three records of the part above open the next one:
SMILES	Insulin prom inh	sdo1 growth	sdo1 growth Rescue 24 h
CCCn1cc(SCC(=O)NCc2ccc3c(c2)OCO3)c2ccccc21	·	-0.76	-0.39
CCCCC1(C)Nc2ccccc2-c2nc3ccccc3n21 (stereo unspecified)	-26	-0.91	-0.1
Cc1nc2c(=O)oc3ccccc3c2n1-c1ccccc1	22	0.15	-0.47
Cc1nn2c(c1-c1ccccc1)NC1=C(C(=O)CCC1)C2c1ccccc1 (stereo unspecified)	0	1	2.8
COC(=O)c1cccc(NC(=O)NC23CC4CC(CC(C4)C2)C3)c1	-22	-1.9	-1.5
CC(C)c1ccc(S(=O)(=O)c2cc3cc(Br)ccc3oc2=O)cc1	-3	-0.51	0.16
CCCNC(=O)c1c(O)c2c([nH]c1=O)CCCC2	-13	·	·
CCOc1ccc(C(=S)NC2CCCCC2)cc1OC	4	-0.26	0.49
O=C(NN1CCOCC1)c1cc(-c2cccc(Cl)c2)nc2ccccc12	·	0.25	-0.45
COc1ccc(Br)cc1S(=O)(=O)NCCCN1CCOCC1	18	·	·
C/C(=N\NC(=O)c1ccc(CSc2nncn2C)cc1)c1ccc(Cl)cc1	-10	3.1	1.7
Cc1cc(N2C(=O)C(=O)/C(=C(/O)c3ccccc3)C2c2cccs2)no1 (stereo unspecified)	·	0.65	0.2
Cc1ccc2c(c1)-c1c(cnn1CC(=O)N1CCCN(Cc3ccccc3F)C1)CO2	·	-1.1	-1.2
O=C(CN1CCN(C(c2ccccc2)c2ccccc2)CC1)NCc1ccccc1	-28	·	·
C=CCNCc1cccn1-c1sc2c(c1C#N)CCCC2	-36	2.3	2.5
CCCCN1C(=O)/C(=C/C=C2\SCCN2C)SC1=S	-408	·	·
CC(C)c1ccc(NC(=S)NCc2cccs2)cc1	-13	-1.6	-0.84
COCc1nnc(NC(=O)c2cc(OC)c(OC)cc2[N+](=O)[O-])s1	-14	0.3	0.54
NC(=O)Nc1ccc(C(=O)OCC(=O)Nc2ccc([N+](=O)[O-])cc2C(F)(F)F)cc1	-35	0.76	0.21
O=C(O)c1cccc(S(=O)(=O)N2CCOCC2)c1	3	1.9	2.6
O=C(CSc1ccc(Cl)cc1)Nc1cccc(NC(=O)c2ccco2)c1	·	-1.1	-0.99
Cc1ccc(S(=O)(=O)NCCNC(=O)N2CCOCC2)cc1	26	0.56	0.53
Fc1ccccc1NC(=S)Nc1ccc(Br)cc1	·	0.56	0.39
CC(=O)Nc1ccc(NC(=O)c2sc3nc4n(c(=O)c3c2C)CCCCC4)cc1	18	·	·
Cc1ccc(N2CN=c3s/c(=C\c4ccccn4)c(=O)n3C2)cc1	17	0.79	0.7
COc1ccc(NC(=O)CSc2ccc(NC(C)=O)cc2)cc1S(=O)(=O)N1CCCCC1	33	1.6	1.5
Cc1ccc(S(=O)(=O)CCC(=O)N2CCc3ccccc32)cc1	-4	0.07	0.36
Cc1ccc(/C=C/C(=O)c2ccccc(=O)c2O)c(C)c1	-62	-1.2	-0.78
COc1cc2[nH]c(=S)nc(NC3CCCC3)c2cc1OC	-33	·	·
COc1ccc(-c2csc(N=C(N)N)n2)cc1	44	·	·
CCOc1ccc(N2C(=O)CC(NC3CCCCNC3=O)C2=O)cc1 (stereo unspecified)	47	1.2	1.4
O=C(c1cccnc1)N1CCc2ccccc21	32	1.4	1.9
COC(=O)c1sc(N2C(=O)C(=O)/C(=C(/O)c3ccccc3)C2c2ccco2)nc1C (stereo unspecified)	50	2.2	1.4
Cc1ccc(NC(=O)CN(C)CC(=O)Nc2cccc(F)c2)cc1S(=O)(=O)N1CCCCCC1	-11	·	·
COc1ccc(CCNC(=S)Nc2cc(C)ccc2C)cc1	-12	-0.51	-0.76
c1ccc(-c2csc(NC3=NCCCCC3)n2)cc1	·	0.63	0.58
COC(=O)c1ccccc1NC(=O)C1CC(c2ccccc2O)=NO1 (stereo unspecified)	45	-2.3	-1.1
COc1ccc(C2=NOC(C(=O)Nc3cccnc3)C2)cc1 (stereo unspecified)	40	3.5*	3.8*
O=C(O)CC1C(=O)NCCN1C/C=C/c1ccccc1 (stereo unspecified)	·	0.59	0.24
CC(=O)c1ccc(N2C(=O)C3C(C2=O)C(C(=O)c2ccc(Cl)cc2)N2CCCC32)cc1 (stereo unspecified)	19	-0.65	-0.99
CCCCN1CC(O)=C(c2nc3ccccc3s2)C1=N	·	0.92	1.1
Cc1ccc(/C=N/NC(=S)N2CCOCC2)cc1	-39	0.6	-0.02
CC(=O)C1=C(O)C(=O)N(Cc2ccco2)C1c1ccccc1 (stereo unspecified)	30	0.67	0.54
Cc1nnc(SCC(=O)NCCOc2ccc(Cl)cc2)n1-c1ccccc1	0	-0.14	0.22
C/C(=N\NC(=O)Nc1ccccc1)c1ccc2ccccc2c1	33	-0.25	1.2
Cc1nc(NCCc2ccccc2)c(C#N)c(C)c1[N+](=O)[O-]	·	-0.88	-0.63
CC(OC(=O)c1nsc(Cl)c1Cl)C(=O)NC(C)(C)C (stereo unspecified)	-140	-0.35	-0.57
CCOc1ccc(NC(=O)NC23CC4CC(CC(C4)C2)C3)cc1	11	-0.68	-0.38
CCNC(=O)c1ccccc1NC(=O)c1cccc(S(=O)(=O)N2CCOCC2)c1	-11	-0.62	0.69

Compound activity (PubChem BioAssay)
